DT40 TDP1 CPT: DT40-hTDP1 cell growth loss with CPT. AID 686979. Potency, µM (series often up to 46.2 µM), for inactives: at the top dose activity change, negative = growth inhibition, most hits filed as inhibitors. actives 12% (n = 420,000). chicken DT40 Tdp1-/-;hTDP1 cells + 20 nM CPT, ATP luminescence, 48 h; also: nearly all actives have a fitted effect of over 55% in size
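Chicken DT40 Tdp1-/- cells stably complemented with human TDP1 were seeded at 400 cells/well in medium containing 20 nM camptothecin, exposed to pin-transferred compounds, and grown at 37 °C for at least 48 hr. Viability was read as ATP luminescence.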
KAT2A inh: GCN5L2 (KAT2A) acetyltransferase inhibition | Q92830 | GCN5L2 HAT assay, ThioGlo1 CoA-SH fluorescence | Potency, µM (titrated, usually from 58.9 µM), inactives show at the highest dose activity change, negative = inhibition, actives largely listed as inhibitors | actives 0.21% (n = 390,000) | AID 504327
Target sequence (Q92830 whole entry, looked up): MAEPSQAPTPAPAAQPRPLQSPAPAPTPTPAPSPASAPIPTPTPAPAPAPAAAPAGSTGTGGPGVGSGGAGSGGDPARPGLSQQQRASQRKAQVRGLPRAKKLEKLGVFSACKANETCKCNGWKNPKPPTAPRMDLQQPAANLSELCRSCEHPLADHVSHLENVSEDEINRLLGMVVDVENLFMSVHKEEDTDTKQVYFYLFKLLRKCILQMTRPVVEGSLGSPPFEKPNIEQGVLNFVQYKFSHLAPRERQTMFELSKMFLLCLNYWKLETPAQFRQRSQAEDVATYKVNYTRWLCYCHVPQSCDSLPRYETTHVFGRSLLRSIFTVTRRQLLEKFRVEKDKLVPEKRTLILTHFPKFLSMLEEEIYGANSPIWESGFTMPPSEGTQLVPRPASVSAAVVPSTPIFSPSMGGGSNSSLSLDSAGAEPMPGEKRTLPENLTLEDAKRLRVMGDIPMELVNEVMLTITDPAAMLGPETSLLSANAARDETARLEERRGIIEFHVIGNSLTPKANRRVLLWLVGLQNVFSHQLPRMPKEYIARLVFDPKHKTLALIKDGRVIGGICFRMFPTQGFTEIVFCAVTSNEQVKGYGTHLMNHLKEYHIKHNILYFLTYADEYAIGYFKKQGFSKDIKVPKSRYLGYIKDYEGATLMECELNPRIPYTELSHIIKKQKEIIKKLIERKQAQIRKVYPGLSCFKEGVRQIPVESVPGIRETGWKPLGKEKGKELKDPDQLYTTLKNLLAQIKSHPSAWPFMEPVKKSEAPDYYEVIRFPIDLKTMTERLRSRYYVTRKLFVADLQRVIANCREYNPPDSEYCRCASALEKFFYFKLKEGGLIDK
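Preincubate 20nM GCN5L2 with compound 15 min, RT → add 50uM ThioGlo1 + 75uM H3(1-25) + 70uM acetyl-CoA → read fluorescence 0 and 20 min. Primary qHTS; fluorescent artifacts likely.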
TDP1 cell noCPT: qHTS for Inhibitors of human tyrosyl-DNA phosphodiesterase 1 (TDP1): qHTS in cells in absence of CPT | DT40 Tdp1-/- hTDP1 cells, no CPT, ATP luminescence, 48 h | Potency, µM (top dose mostly 46.2 µM), for inactives: at the top dose activity change, negative = growth inhibition, hits mostly inhibitors | actives 15% (n = 420,000) | AID 686978, 2013; also: nearly all actives have a fitted effect of over 55% in size
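Chicken DT40 Tdp1-/- cells complemented with human TDP1, screened without camptothecin (DMSO vehicle only), 400 cells/well. Compounds pin-transferred, cells incubated at 37 °C for at least 48 hr. Growth read as ATP-dependent luminescence (CellTiter-Glo, 30 min at RT).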
* hit, by the source's call; ? = inconclusive; / = not tested or not shown; [ ] = remark or other dose. Calls follow the shape of the dose curve; as a rule, active = well fitted curve in the direction sought with a large enough effect; inconclusive = small, poorly fitted or top-dose-only effect, or another doubt; inactive = no such curve, though single readings can be large; an effect the other way counts as inactive or inconclusive. % is scaled to controls: 0 for no effect and ±100 for the full control effect; potency is read from the fitted curve at half-maximal effect. No enrichment for hits; about 18% have a hit in one of these screens.

Fields: KAT2A inh, TDP1 cell noCPT, DT40 TDP1 CPT
1: O=C1CCCC/C1=C\Nc1ccccc1C(=O)O
→ -1.9%, -17.1%, -15.7%
2: Clc1ccc2nc(-c3cccs3)c(Nc3ccc4c(c3)OCCO4)n2c1
→ -4.0%, -24.8%, ?
3: OCC1(CCCc2ccccc2)CCN(Cc2cc(F)ccc2F)CC1
→ 0.1%, -5.1%, 4.7%
4: O=S(=O)(c1ccc2c(c1)OCCO2)N1CCN(c2nc3ccccc3s2)CC1
→ -5.7%, ?, ?
5: Cn1ccnc1SCC(=O)Nc1cccc([N+](=O)[O-])c1
→ -4.4%, -7.5%, -1.8%
6: Cc1ccccc1CNCCCSc1ncccn1
→ -9.8%, 6.9%, 11.2%
7: COc1ccc(N2C(=O)CC(NC3CCCCNC3=O)C2=O)cc1 (stereo unspecified)
→ -0.3%, -16.3%, 0.4%
8: COc1ccc2sc(NCc3ccccc3)nc2c1
→ -6.9%, -9.6%, -11.8%
9: CCn1c(=N)n(CC(O)c2ccccc2)c2ccccc21 (stereo unspecified)
→ /, -28.0%, -8.8%
10: COc1ccccc1-c1cnc(C(O)c2ccc(SC)cc2)[nH]1 (stereo unspecified)
→ /, ?, 29.1µM*

Later entries
Fields: KAT2A inh, TDP1 cell noCPT, DT40 TDP1 CPT
11: O=c1oc2ccc(Cl)cc2nc1/C=C(\O)c1cccs1
→ -2.6%, -27.2%, ?
12: Cc1cccc(C)c1NC(=O)CN(C)CC(=O)Nc1ccccc1Br
→ ?, -5.0%, 6.1%
13: O=C(CCN1C(=O)c2ccccc2C1=O)OCn1nnc2ccccc2c1=O
→ -2.6%, -7.0%, -16.7%
14: CC(C)(C)OC(=O)N1CCC(c2c(C(=O)O)cnn2-c2ccccc2Cl)CC1
→ 0.4%, -11.0%, -10.0%
15: O=C(CCC(=O)N(CC(=O)NC1CCCC1)Cc1ccccc1)Nc1nccs1
→ 0.7%, 1.2%, 1.8%
16: Cc1ccoc1C(=O)Nc1cccc2ccccc12
→ 1.2%, 20.6µM*, 9.2µM*
17: CCCCN(C(=O)CCC(=O)Nc1cc(C)on1)C(C(=O)NC1CCCC1)c1ccc(F)cc1 (stereo unspecified)
→ 0.0%, -97.7%, -106.8%
18: Cc1nc2sc(C(N)=O)c(N)c2c(-c2ccc(Br)cc2)c1C(=O)Nc1ccc(Cl)cc1
→ -16.3%, ?, ?
19: CCOc1ccc(CNC(=S)NCc2ccc(OCC)cc2)cc1
→ 6.0%, ?, -22.1%
20: CC1=C(C(=O)Nc2ccccc2)C(c2cccs2)n2nnnc2N1 (stereo unspecified)
→ -13.2%, -13.9%, 2.8%

Not a retest: an excerpt of the list.
Fields: KAT2A inh, TDP1 cell noCPT, DT40 TDP1 CPT
3: OCC1(CCCc2ccccc2)CCN(Cc2cc(F)ccc2F)CC1
→ 0.1%, -5.1%, 4.7%
4: O=S(=O)(c1ccc2c(c1)OCCO2)N1CCN(c2nc3ccccc3s2)CC1
→ -5.7%, ?, ?
5: Cn1ccnc1SCC(=O)Nc1cccc([N+](=O)[O-])c1
→ -4.4%, -7.5%, -1.8%
6: Cc1ccccc1CNCCCSc1ncccn1
→ -9.8%, 6.9%, 11.2%
7: COc1ccc(N2C(=O)CC(NC3CCCCNC3=O)C2=O)cc1 (stereo unspecified)
→ -0.3%, -16.3%, 0.4%
8: COc1ccc2sc(NCc3ccccc3)nc2c1
→ -6.9%, -9.6%, -11.8%
9: CCn1c(=N)n(CC(O)c2ccccc2)c2ccccc21 (stereo unspecified)
→ /, -28.0%, -8.8%
10: COc1ccccc1-c1cnc(C(O)c2ccc(SC)cc2)[nH]1 (stereo unspecified)
→ /, ?, 29.1µM*
11: O=c1oc2ccc(Cl)cc2nc1/C=C(\O)c1cccs1
→ -2.6%, -27.2%, ?
12: Cc1cccc(C)c1NC(=O)CN(C)CC(=O)Nc1ccccc1Br
→ ?, -5.0%, 6.1%
13: O=C(CCN1C(=O)c2ccccc2C1=O)OCn1nnc2ccccc2c1=O
→ -2.6%, -7.0%, -16.7%
14: CC(C)(C)OC(=O)N1CCC(c2c(C(=O)O)cnn2-c2ccccc2Cl)CC1
→ 0.4%, -11.0%, -10.0%
15: O=C(CCC(=O)N(CC(=O)NC1CCCC1)Cc1ccccc1)Nc1nccs1
→ 0.7%, 1.2%, 1.8%
16: Cc1ccoc1C(=O)Nc1cccc2ccccc12
→ 1.2%, 20.6µM*, 9.2µM*
17: CCCCN(C(=O)CCC(=O)Nc1cc(C)on1)C(C(=O)NC1CCCC1)c1ccc(F)cc1 (stereo unspecified)
→ 0.0%, -97.7%, -106.8%

More compounds:
Fields: KAT2A inh, TDP1 cell noCPT, DT40 TDP1 CPT
21: COc1ccc(CC(=O)OCC(=O)Nc2ccc3[nH]c(=O)[nH]c3c2)cc1OC
→ /, -2.4%, 2.6%
22: N#C/C(=N\Nc1ccc(Cl)cc1)C(=O)c1ccsc1
→ -4.1%, 23.1µM*, 16.4µM*
23: CC(C)=CCC/C(C)=C/CNC(=O)C[C@H]1C[C@H](C(=O)N2CCCCC2)[C@@]2(CCc3ccccc3)c3[nH]c4cc(CCC(=O)N(C)C)ccc4c3CCN2C1=O
→ -3.0%, 8.2µM*, 10.3µM*
24: CCOC(=O)C1=C(C)Nc2ccccc2N=C1NC(=O)C(CC)c1ccccc1 (stereo unspecified)
→ 2.7%, -23.3%, -5.8%
25: CCOC(=O)N1CCN(C(=O)CC(=O)Nc2ccc3nc4n(c(=O)c3c2)CCCCC4)CC1
→ -16.7%, -3.2%, 2.7%
26: CCOC(=O)c1c(Nc2ccc(O)cc2)nnc(-c2ccccc2)c1-c1ccccc1
→ 2.7%, ?, ?
27: Cn1c(SCC(=O)Nc2ccc3c(c2)OCCO3)nnc1-c1cccnc1
→ -1.0%, -12.8%, 5.5%
28: COc1cccc(-c2cc(C(=O)Nc3c(C)n(C)n(-c4ccccc4)c3=O)no2)c1
→ 1.2%, -28.0%, -9.2%
29: COc1cccc(CNC(=O)[C@@H]2CCCN2C(=O)[C@H]2CCCCN2C(=O)c2ccc(Cl)cc2)c1
→ /, ?, ?
30: COc1ccccc1CN1CCCC2(CCN(C(=O)c3cccn3C)CC2)C1
→ 9.3%, -13.9%, 3.3%

More results follow.
Fields: KAT2A inh, TDP1 cell noCPT, DT40 TDP1 CPT
31: O=C(Nc1ccccc1)c1nc[nH]c1C(=O)NCCCCNC(=O)c1[nH]cnc1C(=O)Nc1ccccc1
→ 1.0%, 11.6µM*, 6.51µM*
32: COc1ccc(C2NC(c3ccc(OC)cc3)C(c3ccccc3)C(=O)C2c2ccccc2)cc1 (stereo unspecified)
→ -5.1%, 20.6µM*, -22.6%
33: CCc1nc(NC(=O)c2sc(C)nc2C)sc1C(=O)OC
→ 9.6%, -0.7%, -8.1%
34: Cc1ccc(N(CC(=O)Nc2c(C)n(C)n(-c3ccccc3)c2=O)S(C)(=O)=O)cc1C
→ 2.7%, -29.7%, -16.1%
35: O=c1c(C(c2ccccc2)c2c(O)sc3ccccc3c2=O)c(O)sc2ccccc12
→ 25.1µM*, 5.2%, -8.5%
36: NS(=O)(=O)c1ccc(CNC(=O)Cc2ccccc2F)cc1
→ -3.1%, -31.3%, -18.1%
37: O=C1CC(c2ccc(Cl)cc2)CC(=O)C1CS(=O)(=O)c1ccccc1 (stereo unspecified)
→ ?, -4.3%, 1.9%
38: COc1ccc(-c2nnc(NC(=O)c3cc(C)on3)s2)cc1
→ -26.2%, -27.6%, -29.7%
39: O=C(Oc1ccccc1C(=O)Oc1ccccc1)c1cccnc1
→ -4.0%, ?, ?
40: O=C(CN(C(=O)C1CSC(=O)C1)c1ccc(F)cc1)NCc1ccc2c(c1)OCO2 (stereo unspecified)
→ -0.4%, -21.2%, 12.1%

The results go on:
Fields: KAT2A inh, TDP1 cell noCPT, DT40 TDP1 CPT
41: CCc1cc(C(=O)c2ccc(OC)cc2)c(N)s1
→ 3.6%, -26.5%, -0.2%
42: Cc1ccc(C(=O)NCc2ccco2)cc1S(=O)(=O)N1CCCCC1
→ ?, -18.7%, -26.2%
43: CCN(CC(=O)Nc1c(F)cccc1F)C(=O)/C=C/c1ccc(C)o1
→ -3.1%, -18.3%, -3.6%
44: COc1ccc(-n2ncc(C(=O)N3CCN(C4CCCCC4)CC3)c2C2CCN(C(=O)OC(C)(C)C)CC2)cc1
→ 3.9%, 20.6µM*, ?
45: CCOc1nc(NC(=O)NS(=O)(=O)c2ccccc2F)nc(-c2ccccc2)n1
→ -3.9%, -13.7%, 10.8%
46: O=C(CN1CCN(c2ccccc2O)CC1)Nc1ccc2c(c1)OCCCO2
→ -2.3%, 13.2%, -3.4%
47: COC(=O)c1ccc(/C=C2/SC(=S)N(CCC(=O)NCCCN3CCOCC3)C2=O)cc1
→ -5.2%, ?, ?
48: Cc1cc(NC(=O)CSCC(=O)Nc2nc3c(C)cccc3s2)no1
→ -5.3%, -9.1%, 1.1%
49: COCC(=O)Nc1cc(=O)n(C)c(=O)n1C
→ -10.2%, -3.7%, 2.1%
50: O=S(=O)(NCCSc1ccccn1)c1ccc(Br)cc1
→ 2.3%, -17.3%, -8.9%

New compounds follow.
Fields: KAT2A inh, TDP1 cell noCPT, DT40 TDP1 CPT
51: Cc1ccc(S(=O)(=O)CCc2nnc(NC(=O)c3cccs3)s2)cc1
→ -4.4%, -7.6%, 2.0%
52: COc1ccc(NC(=O)Cn2c(=O)n(-c3ccc(OC)cc3)c(=O)c3ccc(C(=O)NCc4ccc(C)cc4)cc32)cc1
→ -3.3%, -1.8%, ?
53: c1ccc(-n2cnc3cc(NCc4cccs4)ccc32)cc1
→ 22.5%, ?, -20.1%
54: Cc1ccc(S(=O)(=O)N2CCCN(c3nc4cc(C)ccc4cc3C#N)CC2)cc1
→ -2.1%, ?, ?
55: COc1ccccc1/C=N/Nc1cc(N(C)C)nc(N(C)C)n1
→ -24.6%, ?, 1.0%
56: NC(=O)CNC1CC(=O)N(CCc2ccccc2)C1=O (stereo unspecified)
→ -2.3%, -3.5%, -3.0%
57: O=C(NC1CCCc2ccccc21)c1ccc(Br)cc1 (stereo unspecified)
→ -3.3%, ?, ?
58: Nc1c(C(=O)Nc2ccccc2)sc2nc3c(cc12)CN(Cc1ccccc1)CC3
→ -11.9%, 23.1µM*, ?
59: CC(=O)c1ccc(OCCCC(=O)Nc2cccc(S(=O)(=O)N(C)C)c2)cc1
→ -0.7%, -10.5%, 3.8%
60: N#Cc1ccccc1NC(=O)C1SC(=Nc2ccccc2)C(C(=O)Nc2ccc(Cl)cc2)=C1N (stereo unspecified)
→ -16.8%, 20.6µM*, 16.4µM*

Continuation.
Fields: KAT2A inh, TDP1 cell noCPT, DT40 TDP1 CPT
61: CCN(CC)c1ccc2oc(=O)c(C)nc2c1
→ -9.0%, 5.8µM*, 5.17µM*
62: COc1ccc(-c2cc(C(=O)Oc3ccccc3)c3cc(C)ccc3n2)cc1
→ 2.2%, 5.17µM*, ?
63: COc1ccc(CC(=O)OCC(=O)NC2CCCC(C)C2C)cc1OC (stereo unspecified)
→ -5.5%, 4.7%, 3.8%
64: COc1ccc(CNC(=O)C2(CC(=O)NC(C)(C)C)CCCC2)cc1
→ -16.0%, 20.1%, 3.8%
65: O=C(NCCc1ccco1)C(=O)NCCC1CCCCN1S(=O)(=O)c1ccccc1 (stereo unspecified)
→ 2.3%, ?, ?
66: CCOC(=O)c1c(NC(=O)CSc2nnc(C)o2)sc(C)c1C
→ -25.4%, 25.6%, -2.8%
67: CC1(C)OC(=O)C2=C(C[C@@H](CCC(F)(F)F)O[C@H]2c2ccc(F)cc2)O1
→ /, 5.0%, 4.9%
68: CCO[C@H]1OC(C(=O)N2CCN(C)CC2)=C[C@@H](c2csc3ccccc23)[C@@H]1CCCO
→ 0.2%, ?, ?
69: CCOCC(=O)Nc1cccc(OC)c1
→ -0.3%, -21.3%, 30.3%[activator]
70: CCOC(=O)CN1C(=O)S/C(=C\c2ccc(-c3ccc(C(=O)O)c(Cl)c3)o2)C1=O
→ ?, 2.9%, -4.6%
71: CCS(=O)(=O)c1ncc(N(Cc2cccc(F)c2)Cc2ccco2)c(C(=O)Nc2ccccc2Cl)n1
→ 1.6%, 6.51µM*, ?
72: O=C(Nc1ccc2c(c1)CCC2)Nc1ccccc1Cl
→ -4.5%, -22.1%, ?
73: O=C1CC(C(=O)O)C2(CCCC2)O1 (stereo unspecified)
→ /, 3.1%, 1.5%
